KCNQ1 pot: potentiators or activators of KCNQ1 channel, primary screen, cell-based, thallium flux, high-throughput. Potassium voltage-gated channel subfamily KQT member 1 (Homo sapiens), P51787. CHO-K1 KCNQ1, thallium flux FluxOR fluorescence; hits give high values. B-score at 10 µM. 0.35% of 310,000 active;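 active = fluorescence ratio B-score, a plate-corrected score, at least three library SD, with initial intensity B-score within 5 SD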
Target sequence (P51787 whole entry, looked up): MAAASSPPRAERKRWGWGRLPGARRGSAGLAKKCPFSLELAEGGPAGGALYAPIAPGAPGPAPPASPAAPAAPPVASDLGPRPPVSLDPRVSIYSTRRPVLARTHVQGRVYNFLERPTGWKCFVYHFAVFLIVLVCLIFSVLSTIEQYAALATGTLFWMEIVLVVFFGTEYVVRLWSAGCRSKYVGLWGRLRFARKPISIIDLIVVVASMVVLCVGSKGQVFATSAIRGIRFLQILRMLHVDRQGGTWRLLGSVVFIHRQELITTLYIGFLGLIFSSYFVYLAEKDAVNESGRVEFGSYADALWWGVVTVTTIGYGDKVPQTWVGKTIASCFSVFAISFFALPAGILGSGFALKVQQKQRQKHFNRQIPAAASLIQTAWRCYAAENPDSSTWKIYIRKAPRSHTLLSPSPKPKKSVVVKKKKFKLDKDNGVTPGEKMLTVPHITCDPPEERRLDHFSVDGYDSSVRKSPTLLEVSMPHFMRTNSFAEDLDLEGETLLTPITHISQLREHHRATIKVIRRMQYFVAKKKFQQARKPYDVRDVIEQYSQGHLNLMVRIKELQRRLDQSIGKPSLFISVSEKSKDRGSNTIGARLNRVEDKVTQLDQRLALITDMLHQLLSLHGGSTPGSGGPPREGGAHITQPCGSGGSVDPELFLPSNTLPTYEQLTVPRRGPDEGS
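System: CHO-K1 cells stably expressing KCNQ1 / Medium: assay buffer for compound exposure, DMSO matched across wells / Reagent: thallium- and potassium-containing depolarizing buffer / Compound: one concentration, matched DMSO / Incubation: 20 min compound pretreatment at room temperature / Measured by: kinetic FluxOR fluorescence, 10 s baseline plus 110 s post-stimulus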
Dyrk1A ADPGlo: rat Dyrk1A kinase inhibitors, primary screen, biochemical, single point, plate reader; Dual specificity tyrosine-phosphorylation-regulated kinase 1A (Rattus norvegicus), Q63470; inhibition, % at 12.5 µM; 0.43% of 310,000 active; AID 504441, 2011; ADP-Glo luminescence, NFATc1 peptide; in the data active = inhibition above about 50%;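 also: plate controls were vehicle with enzyme for no effect and no enzyme for full effect; many of its hits are not listed in these tables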
KCNQ1 block: inhibitors of human KCNQ1 channel, primary screen, cell-based, thallium flux, high-throughput | AID 2642, 2010 | 1.3% of 310,000 active | CHO-K1 KCNQ1, FluxOR thallium flux fluorescence; hits give high values | B-score at 10 µM | Potassium voltage-gated channel subfamily KQT member 1 (Homo sapiens), P51787;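 active = compounds whose thallium flux B-score, printed positive for inhibition, exceeds three library SD while starting fluorescence stays within three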;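 also: channel opened by potassium depolarization with thallium stimulus after 20 min compound exposure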
KCNK9 inh: KCNK9 potassium channel inhibitors, primary screen, HEK293 cells, thallium flux. Potassium channel subfamily K member 9 (Homo sapiens), Q9NPC2. FluxOR thallium flux fluorescence; hits give low values. B-score at 10 µM. 1.2% of 310,000 active;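 active = ratio B-score over 3 SD below the library mean, with starting fluorescence within 5 SD of its mean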;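 also: negative B-score means less thallium flux so channel inhibition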
HDAC3 inhib: HDAC3 deacetylase inhibitors, primary screen, biochemical, fluorescence, cell-free homogeneous. Histone deacetylase 3 (Homo sapiens), O15379. inhibition, % at 8.3 µM. recombinant HDAC3, fluorogenic peptide/trypsin coupled. 0.15% of 320,000 active. AID 2718, 2010; in the data active = inhibition above about 26%, passing the limit was not always enough
GSK3 alpha inh: blockers of GSK3A enzyme activity – biochemical, luminescence, cell-free homogeneous, HTS, primary screen. AID 2650, 2010. GSK-3 alpha kinase, ADP-Glo luminescence, 60 min. Glycogen synthase kinase-3 alpha (Homo sapiens), P49840. inhibition, % at 10 µM. 0.1% of 320,000 active;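 in the data active = inhibition above about 50%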;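 also: GST-tagged GSK-3 alpha with peptide substrate and 25 µM ATP; 0% = DMSO neutral wells and 100% = GW8510 positive control wells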
GSK3B inh: human GSK3beta kinase inhibitors, primary screen, biochemical, cell-free homogeneous, HTS; Glycogen synthase kinase-3 beta (Homo sapiens), P49841; GST-GSK3beta kinase, ADP-Glo luminescence, 60 min; hits give low values; activity score (negative = inhibition), % at 10 µM; 0.038% of 300,000 active; AID 2097, 2009;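 active = more than half of replicate wells score below -50%, meaning over 50% inhibition versus plate controls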;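 also: 0% = median DMSO wells and -100% = median GW8510 positive control wells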
Target sequence (P49841 whole entry, looked up): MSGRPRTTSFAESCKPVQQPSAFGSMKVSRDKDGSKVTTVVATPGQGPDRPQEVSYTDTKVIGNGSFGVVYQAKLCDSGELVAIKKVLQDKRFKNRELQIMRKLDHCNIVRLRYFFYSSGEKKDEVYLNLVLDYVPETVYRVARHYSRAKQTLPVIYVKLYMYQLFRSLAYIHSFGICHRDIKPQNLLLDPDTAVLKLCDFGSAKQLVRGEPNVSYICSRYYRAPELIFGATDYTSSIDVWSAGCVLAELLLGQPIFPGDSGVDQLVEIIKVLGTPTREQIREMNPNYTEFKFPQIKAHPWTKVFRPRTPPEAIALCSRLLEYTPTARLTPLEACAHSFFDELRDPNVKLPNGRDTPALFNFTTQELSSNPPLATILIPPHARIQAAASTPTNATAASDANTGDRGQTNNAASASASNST
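test system = GST-tagged human GSK3beta kinase, cell-free | reagent = 25 µM ATP with peptide substrate | dosing = one dose of 10 µM per compound | schedule = 60 min reaction, RT | detection = luminescent ADP-Glo measurement of ADP formed | control set = DMSO neutral wells and GW8510 at 20 µM as positive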
RGS4 act: RGS4 potentiators or activators, primary screen, cell-based, HEK293 M3R inducible RGS4, calcium flux; carbachol calcium flux Fluo4; hits give low values; B-score at 10 µM; 0.92% of 310,000 active;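 active = B-score of the integrated calcium signal more than 4 SD below the library mean, with starting fluorescence not abnormally high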;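 also: negative B-score means reduced calcium response which marks RGS4 activation or potentiation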
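System – HEK293 FlpIn-TREx cells, stable M3R, doxycycline-inducible RGS4 · Reagent – ECmax carbachol challenge · Times – compound preincubation 20 min at room temperature before agonist · Technique – Fluo4 fluorescence kinetic imaging of calcium · Measure – B score of integrated Fluo4 ratio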
hERG protect: hERG rescue from dofetilide block, primary screen, cell-based, CHO-hERG, FluxOR thallium flux, dofetilide IC70. 0.51% of 310,000 active. activation (rescue from dofetilide block), less the hit threshold, % at 10 µM. Voltage-gated inwardly rectifying potassium channel KCNH2 (Homo sapiens), Q12809. dofetilide IC70 present;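 active = activation above the mean of controls blocked by dofetilide plus 5 SD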;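 also: thallium influx through hERG after potassium depolarization seen as dye fluorescence rise; in these data hits start at about 4.7%; inactives centre near -7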
PolyA inh: polyadenylation inhibitors in yeast reporter cells, primary screen, luminescence, S. cerevisiae; S. cerevisiae SKY197-pL101 polyadenylation reporter, beta-gal luminescence; efflux-impaired pdr1/pdr3 knockout yeast; score 100 = 6 SD above DMSO; 0.02% of 300,000 active; AID 1875, 2009; calls only at 12 µM;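 active = lowest replicate activity score at least 50, where 100 means six control SD above control mean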;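 also: yeast exposed to compound for 9 h at 30 °C; higher score means more reporter readthrough which indicates perturbed polyadenylation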
KCNK3 block: human KCNK3 channel inhibitors, primary screen, CHO cells, FluxOR thallium flux, B-score | 0.84% of 340,000 active | B-score at 10 µM | AID 602410, 2012 | FluxOR fluorescence; hits give low values | Potassium channel subfamily K member 3 (Homo sapiens), O14649;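 active = B-score under library mean minus 4 SD, starting fluorescence ratio at most library mean plus 5 SD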;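 also: more negative B-score means stronger inhibition of thallium flux through KCNK3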
* marks the source's active call; other numbers are inactive results; i = inactive; / = not tested or not shown. Some of the compounds tested; the hit share may differ from the screen's.

SMILES	KCNQ1 pot	Dyrk1A ADPGlo	KCNQ1 block	KCNK9 inh	HDAC3 inhib	GSK3 alpha inh	GSK3B inh	RGS4 act	hERG protect	PolyA inh	KCNK3 block
CC1CC(C)CN(C(=O)Nc2ccccc2F)C1 (configuration not stated)	i	-1	i	i	-2	-3	-3	i	-7	i	i
COc1ccc(CNc2ncnc3sccc23)cc1OC	i	10	i	i	-3	-4	3	i	-9	i	i
COc1ccc(CCNC(=S)NNC(=O)c2c(Br)c(C)nn2C)cc1OC	i	-5	i	i	-3	/	1	i	-4	i	i
Nc1[nH]nc2nc(N3CCCC3)nc(-c3ccccc3)c12	i	-9	i	i	5	-1	-2	i	-11	i	i
O=C(NNC(=O)C1CC2CCC1C2)c1ccccc1 (configuration not stated)	i	-2	i	i	-2	1	0	i	-10	i	i
O=C(CCN1C(=O)C2C3C=CC(C3)C2C1=O)N1CCN(c2ccccn2)CC1 (configuration not stated)	i	2	i	i	-1	-2	1	i	-11	/	i
CC1CCC(NC(=O)C2COc3ccccc3O2)CC1 (configuration not stated)	i	1	i	i	-3	0	-3	i	-3	i	i
C/C(=N/NC(=S)Nc1cccc(C)c1)c1cccc([N+](=O)[O-])c1	10*	0	i	i	6	2	-2	i	0	i	i
O=S(=O)(c1cccc2nonc12)N1CCCCC1	i	12	i	i	-5	0	3	i	-8	i	i
CCC(CC)C(=O)Nc1cccc(C(=O)Nc2nnc(C)s2)c1	i	4	i	i	0	1	1	i	-7	i	i
COc1ccc(/C=C2/SC(=S)N(CCCC(=O)Nc3ccc(O)cc3)C2=O)cc1OC	i	0	i	i	2	6	0	i	-17	i	i
COc1ccc(-c2cc(C(=O)N(C)CCc3ccc(OC)c(OC)c3)c3ccccc3n2)cc1	i	4	i	i	-16	/	5	i	-21	i	i
CCn1c(SCC(=O)N(C)c2c(N)n(Cc3ccccc3)c(=O)[nH]c2=O)nc2ccccc21	i	-7	i	i	-4	0	-2	i	-14	i	i
COc1ccc(NC(=O)c2c(C)cc(=O)oc2C)c(OC)c1	i	-3	i	i	3	0	9	i	-3	i	i
Cc1cc(C)cc(NC(=O)c2oc3ccccc3c2COc2ccccc2)c1	i	-2	i	i	0	-1	0	i	-11	i	i
C=CCNc1cnn(-c2ccc(C)cc2)c(=O)c1Cl	i	2	i	i	2	-1	0	i	-8	i	i
CC(=O)c1ccc(NC(=O)COC(=O)CCN2C(=O)c3cccc([N+](=O)[O-])c3C2=O)cc1	i	-5	i	i	-3	0	1	i	-7	i	i
CC1(C)CC(=O)C2=C(C1)OC(N)=C(C#N)C2c1ccoc1 (configuration not stated)	i	-3	i	i	4	0	5	i	-10	i	i
CCOC(=O)CN1C(=O)C(CC)Oc2ccccc21 (configuration not stated)	i	7	i	i	0	-3	1	i	-8	i	i
CCC(=O)Nc1cccc(C2=NN(c3ccccc3)C(c3ccc(OC)cc3)C2)c1 (configuration not stated)	i	8	i	-13*	2	-2	3	i	-5	i	i
COc1ccc(C2=C(C=O)Cc3ccccc3O2)cc1	i	4	i	i	4	0	2	i	-7	i	i
CC1(C)Cc2c(sc(NC(=O)Nc3ccccc3)c2C(N)=O)CO1	i	3	i	i	-2	3	0	i	-7	i	i
CCOC(=O)N1CCC(N2CCN(S(=O)(=O)c3ccc(OC)cc3)CC2)CC1	i	-6	i	i	-4	6	-2	i	-14	i	i
CCCN(CCO)Cc1ccc(Br)cc1	i	-2	i	i	4	-2	3	i	-4	i	i

One compound at a time (already shown). Order of values: KCNQ1 pot | Dyrk1A ADPGlo | KCNQ1 block | KCNK9 inh | HDAC3 inhib | GSK3 alpha inh | GSK3B inh | RGS4 act | hERG protect | PolyA inh | KCNK3 block
Listed for Cc1cc(C)cc(NC(=O)c2oc3ccccc3c2COc2ccccc2)c1 : i | -2 | i | i | 0 | -1 | 0 | i | -11 | i | i
Listed for CCOC(=O)N1CCC(N2CCN(S(=O)(=O)c3ccc(OC)cc3)CC2)CC1 : i | -6 | i | i | -4 | 6 | -2 | i | -14 | i | i

Other compounds follow:
SMILES	KCNQ1 pot	Dyrk1A ADPGlo	KCNQ1 block	KCNK9 inh	HDAC3 inhib	GSK3 alpha inh	GSK3B inh	RGS4 act	hERG protect	PolyA inh	KCNK3 block
Cc1ccc(Cl)cc1N1CCN(C(=O)Cc2c(C(=O)O)[nH]c3ccc(Cl)cc23)CC1	i	3	i	i	8	4	3	i	-1	i	i
COc1ccc(NC(=O)C2=CC(c3ccco3)=NS(=O)(=O)N2C)cc1OC	i	6	i	i	1	0	-2	i	-10	i	i
Cc1cccc(C(C)C)c1NC(=O)COC(=O)CCN1C(=O)C2CC=CCC2C1=O (configuration not stated)	i	-3	i	i	-4	1	-1	i	-12	i	i
COC(=O)c1ccc(C2NCCc3cc(OC)c(OC)cc32)cc1 (configuration not stated)	i	-1	i	i	6	0	-2	i	-6	i	i
COC(=O)c1cccc(NC(=O)NC(=O)c2ccc(Cl)cc2)c1	i	-1	i	i	3	2	0	i	-6	i	i
CCn1c(=S)[nH]c2sc3c(c2c1=O)CCCCC3	92*	-2	i	i	2	1	-1	i	37*	i	i
O=C(NCCCN1CCCC1=O)Nc1ccc(Br)cc1Cl	i	-1	i	i	-3	-1	5	i	-1	/	i
Cc1cccc(C)c1-n1c(C)cc(/C=C2\C(=O)NN(c3ccccc3)C2=O)c1C	i	5	i	i	10	-1	1	i	-13	i	i
NC(=S)Nc1cccc(-c2n[nH]c(=S)o2)c1	i	6	i	i	-5	4	2	i	-8	i	i
O=C(Nc1cccc(S(=O)(=O)NC2=NCCC2)c1)C1CCCCC1	i	2	i	i	3	-2	0	i	-17	i	i
CCN(CC)CCCOc1ccc(C)cc1Br	i	3	i	i	-3	0	0	i	-2	i	i
Cc1ccc(NC(=O)OCc2ccccc2S(C)=O)cc1 (configuration not stated)	i	1	i	i	-8	-1	-1	i	-5	i	i
COc1cccc(NC(=O)CSc2nnc(-c3ccoc3C)n2C)c1	i	3	i	i	2	-4	/	i	-5	i	i
C/C(=N\OCc1ccc(C#N)cc1)c1ccc(S(=O)(=O)N(C)C)cc1	i	-6	i	i	-8	-1	-1	i	3	i	i
CC(C)C[C@H](NC(=O)N1CC(=O)Nc2ccccc21)C(=O)N[C@H](Cc1c[nH]c2ccccc12)C(=O)O	i	-1	i	i	1	0	3	i	-4	i	i
S=C(NCCC1=CCCCC1)Nc1ccccc1	i	5	i	i	2	28	-3	i	-5	i	i
N#CCSCC(=O)Nc1ccc(F)cc1	i	-3	i	i	-9	1	1	i	-2	i	i
O=c1[nH]c(CSc2nc3ccccc3s2)nc2ccccc12	i	-6	i	i	2	-1	2	i	-9	i	i
COCCNC(=O)c1ccc(CN2CCOCC2)cc1	i	4	i	i	1	-3	4	i	-9	i	i
COc1ccc(CCNC(=O)CSc2nnc(Cc3cccn3C)n2C)cc1OC	i	3	i	i	-2	-2	2	i	-4	i	i
COc1ccc(OC)c(S(=O)(=O)N2CCN(c3ccccc3OC)CC2)c1	i	-7	i	i	6	-3	0	i	-9	i	i
Cc1cc2c(OCC(O)CNCc3ccco3)cccc2[nH]1 (configuration not stated)	i	7	i	i	-1	0	-1	i	-2	i	i
Cc1cc(NC(=O)c2cnn3cccnc23)nn1CC(=O)Nc1cccnc1	i	0	i	i	9	-3	2	i	-10	i	i
COc1cc(C(=O)O/N=C2/C=C(C)C(=O)C=C2C)cc(OC)c1OC	i	-2	i	i	35*	-4	0	i	-6	/	i
CCc1noc(C)c1C(=O)Nc1nc(-c2ccc(OC)c(OC)c2)cs1	i	9	i	i	7	0	-1	i	-14	i	i
COc1cc(CO)ccc1Oc1nnnn1-c1ccc(C(N)=O)cc1	i	0	i	i	-2	3	2	i	-9	i	i
CN=C(C)/C(C(=O)OC)=C(/O)c1ccc(Cl)cc1Cl	i	/	i	i	3	-1	-3	i	-4	i	i
N#C/C(=C/c1ccc(CNC(=O)C(=O)Nc2cc(Cl)cc(Cl)c2)o1)C(=O)NCc1cccnc1	i	-6	i	-10*	-3	0	1	i	-8	i	i
COc1ccccc1NC(=O)N1CCCC1C(=O)NCc1ccccc1Cl (configuration not stated)	i	-4	i	i	1	-1	2	i	-4	i	i
CCOC(=O)C1(Cc2ccc(Cl)cc2)CCN(Cc2nccn2CC)CC1	i	5	i	i	1	-1	3	i	-13	i	i
COCCNC(=O)C(=O)NCC1OCCN1C(=O)c1ccc(Cl)cc1 (configuration not stated)	i	0	i	i	2	-1	3	i	-6	i	i

4 compounds from above, sorted by number of heavy atoms, largest number first.
SMILES	KCNQ1 pot	Dyrk1A ADPGlo	KCNQ1 block	KCNK9 inh	HDAC3 inhib	GSK3 alpha inh	GSK3B inh	RGS4 act	hERG protect	PolyA inh	KCNK3 block
N#C/C(=C/c1ccc(CNC(=O)C(=O)Nc2cc(Cl)cc(Cl)c2)o1)C(=O)NCc1cccnc1	i	-6	i	-10*	-3	0	1	i	-8	i	i
COc1ccccc1NC(=O)N1CCCC1C(=O)NCc1ccccc1Cl (configuration not stated)	i	-4	i	i	1	-1	2	i	-4	i	i
CCc1noc(C)c1C(=O)Nc1nc(-c2ccc(OC)c(OC)c2)cs1	i	9	i	i	7	0	-1	i	-14	i	i
COc1cc(CO)ccc1Oc1nnnn1-c1ccc(C(N)=O)cc1	i	0	i	i	-2	3	2	i	-9	i	i
